Tb MetRS inh – T. brucei MetRS inhibitors, primary screen, biochemical, luminescence. methionyl-tRNA synthetase (Trypanosoma brucei brucei). purified T. brucei MetRS, ATP depletion, Kinase-Glo luminescence. inhibition, % at 11.9 µM. 360,000 compounds, 0.4% hits. AID 624268, 2012;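 active = inhibition above a per-plate cutoff of the control wells' mean inhibition plus 3 SD, cut at about 5.5% in these data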;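 note: 0% = DMSO wells median and 100% = median of wells with control inhibitor compound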
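Material: parasite MetRS enzyme / Replication: singlicate, one well per compound / Signal: luminescence of leftover ATP / Schedule: 2 h aminoacylation at 25 °C after 15 min preincubation / Medium: HEPES-MgCl2-KCl buffer plus DTT, spermine, BSA, pyrophosphatase / Doses: 11.9 µM single point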
SKN-1 inh – suppressors of acrylamide-induced Pgst-4::GFP reporter in worms, primary screen, SKN-1 inhibitor project, whole organism, uHTS, GFP/RFP fluorescence ratio, strain VP596; 360,000 compounds, 0.49% hits; C. elegans VP596 Pgst-4::GFP/RFP ratio, 24 h; inhibition, % at 21.8 µM;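 active = interference check ratio from 0.5 to 1.5 plus GFP to RFP signal ratio inhibition reaching or exceeding a fixed threshold, cut at about 30% in these data, passing the limit was not always enough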; note: some compounds called inactive have numbers as strong as hits
bovine MsrA act – bovine MsrA enzyme activators, primary screen, biochemical, absorbance, HTS; Methionine sulfoxide reductase A (Bos taurus); purified bovine MsrA, absorbance read-out; activation, % at 10.6 µM; 360,000 compounds, 0.3% hits; AID 602163, 2012; in the data active = activation above about 7.5%;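 note: 0% = vehicle and 100% = reference activator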
NRP1-CendR mod – modulators of CendR peptide binding to NRP-1, primary screen, biochemical, fluorescence polarization, uHTS; AID 602438, 2012; 360,000 compounds, 0.85% hits; inhibition, % at 25 µM; FAM-RPARPAR peptide binding to NRP-1;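 active = inhibition or corrected inhibition above about 18%, plus a signal ratio from 0.5 to 1.5, limit read from the data, passing the limit was not always enough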; note: strong numbers were not always called active
Target sequence (O14786 whole entry, looked up): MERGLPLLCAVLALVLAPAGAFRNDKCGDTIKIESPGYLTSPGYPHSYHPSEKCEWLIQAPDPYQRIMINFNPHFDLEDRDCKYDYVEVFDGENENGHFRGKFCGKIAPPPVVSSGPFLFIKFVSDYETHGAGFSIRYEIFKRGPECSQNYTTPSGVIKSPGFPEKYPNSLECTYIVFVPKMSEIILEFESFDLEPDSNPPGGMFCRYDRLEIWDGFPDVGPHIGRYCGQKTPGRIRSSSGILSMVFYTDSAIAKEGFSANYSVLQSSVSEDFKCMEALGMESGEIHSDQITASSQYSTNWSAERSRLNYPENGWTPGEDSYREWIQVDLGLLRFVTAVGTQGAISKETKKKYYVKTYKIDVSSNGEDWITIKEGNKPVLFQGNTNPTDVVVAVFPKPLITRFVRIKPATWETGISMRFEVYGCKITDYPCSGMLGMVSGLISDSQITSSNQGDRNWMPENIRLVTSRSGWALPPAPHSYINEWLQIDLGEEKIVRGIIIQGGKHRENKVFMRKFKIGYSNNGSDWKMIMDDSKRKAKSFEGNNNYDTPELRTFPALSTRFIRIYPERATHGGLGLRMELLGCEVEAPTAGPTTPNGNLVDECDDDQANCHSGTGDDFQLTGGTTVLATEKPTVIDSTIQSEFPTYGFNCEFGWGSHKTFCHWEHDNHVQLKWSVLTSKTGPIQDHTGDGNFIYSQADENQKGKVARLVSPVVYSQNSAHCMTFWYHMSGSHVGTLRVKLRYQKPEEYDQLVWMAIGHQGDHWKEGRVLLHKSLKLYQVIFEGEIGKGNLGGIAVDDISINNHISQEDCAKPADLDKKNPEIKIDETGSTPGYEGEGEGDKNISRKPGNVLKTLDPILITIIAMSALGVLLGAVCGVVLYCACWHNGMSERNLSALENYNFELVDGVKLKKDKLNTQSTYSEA
MsrA inhibitor – bovine MsrA enzyme inhibitors, primary screen, biochemical, absorbance, HTS. 360,000 compounds, 0.75% hits. Methionine sulfoxide reductase A (Bos taurus). inhibition, % at 15.5 µM. purified bovine MsrA, absorbance read-out; in the data active = inhibition above about 4.5%;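 note: 0% = vehicle wells with enzyme and 100% = reference inhibitor wells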
FAS-TE inh – FAS thioesterase domain inhibitors, primary screen, biochemical, fluorescence intensity, uHTS; Fatty acid synthase (Homo sapiens), P49327; recombinant FAS-TE, OMFH fluorogenic substrate, fluorescence endpoint; inhibition, % at 15 µM; 360,000 compounds, 0.67% hits;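 active = compounds whose normalised, plate-corrected inhibition of enzyme fluorescence in the single-dose primary screen is 50% or more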;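 note: 0% = DMSO with enzyme and 100% = substrate without enzyme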
E coli Lon inh – inhibitors of E. coli Lon protease, primary screen, biochemical, fluorescence polarization. P0A9M0. purified E. coli Lon protease. inhibition, % at 7.94 µM. 360,000 compounds, 0.42% hits; in the data active = inhibition above about 13%, passing the limit was not always enough;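 note: 0% = enzyme with probe and DMSO and 100% = no enzyme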
MLLE-PAM2 inh – inhibitors of PABP1 MLLE–PAM2 peptide binding, primary screen, biochemical, fluorescence polarization, FITC-PAM2, GST-MLLE; Polyadenylate-binding protein 1 (Homo sapiens), P11940; inhibition, % at 20 µM; 360,000 compounds, 0.36% hits; AID 588489, 2011; in the data active = inhibition above about 35%, passing the limit was not always enough;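 note: plate controls were DMSO wells with GST-MLLE for no effect and wells lacking GST-MLLE protein for full effect; some results filed as inactive read as strong as hits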
MT1-MMP act inh – blockers of MT1-MMP proenzyme processing, primary screen, HT1080 RFP-PRO-GFP cells, GFP/RFP fluorescence | GFP/RFP ratio change, % at 20 µM | GFP/RFP ratio fluorescence, overnight; percent of plate control window, DMSO zero | 360,000 compounds, 0.061% hits | AID 651647, 2012;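 active = GFP/RFP ratio change of at least 30% with cell ATP level not reduced by more than half and red fluorescence within 50% of control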; note: strong numbers were not always called active
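Material: RFP-PRO-GFP reporter HT1080 cells. Dosing: single-point 20 µM compound, 1% DMSO. Controls: DMSO and RFP-L50D-GFP cell wells. Timing: cells overnight before dosing, compound overnight, 37 °C, 5% CO2. Measure: GFP/RFP fluorescence ratio.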
Active calls of the source: *; . = no result given.

SMILES	Tb MetRS inh	SKN-1 inh	bovine MsrA act	NRP1-CendR mod	MsrA inhibitor	FAS-TE inh	E coli Lon inh	MLLE-PAM2 inh	MT1-MMP act inh
C[C@@]12C(=O)Nc3ccccc3C(=O)N1[C@H]1c3cc(Cl)ccc3OC[C@@H]1[C@@H]2c1ccccc1	-0.2	-8	-2	2	1.6	47	1	0	-9
Cc1c(Cl)cccc1NC(=O)CSc1nc2ncc(Cl)cc2[nH]1	0.2	-5	-5	-7	-0.8	-10	-1	-31	-2
CCOc1ccc(OCCC(=O)OCC(=O)N2CCN(c3ccc(OC)cc3)CC2)cc1	0.2	4	-1	-1	-0.8	-12	-9	-2	0
CC1(C(=O)NC2CCCCCCC2)CCC(=O)N1Cc1cccnc1 (centres undefined)	0.5	2	-3	3	-0.4	-5	1	6	-1
CC(C)CCn1nnnc1CN1CCN(c2ccccc2)CC1	0.1	-10	-1	8	0.8	0	17*	-8	0
Cc1ccc(O)c(NC(=O)c2onc(C)c2Cl)c1	-0.8	-11	-4	2	-0.2	-7	3	12	9
COc1ccc(CN(CC(=O)NCC2CCCO2)C(=O)CNS(=O)(=O)c2ccc(C)cc2)cc1 (centres undefined)	-1.1	-3	-4	9	-0.7	-1	1	1	5
CC(C)[C@H]1CC[C@@H](C)C(C(=O)c2ccccc2)C1=O (some centres undefined)	-0.5	-1	1	4	3.2	-1	15	4	0
COC(=O)c1c(NC(=O)COC(=O)c2ccccn2)sc(C)c1C	-0.5	3	-6	-8	2.1	-8	5	-13	1
COc1ccc(C/C(C)=N/NC(=O)c2cc(C)oc2C)cc1	-1.1	5	-10	3	0.0	1	-13	-4	2
CCN(C(=O)CSc1nnc(-c2c[nH]c3ccccc23)n1C1CC1)C1CCS(=O)(=O)C1 (centres undefined)	0.0	0	-3	5	0.8	-8	-7	-44	2
Cn1nnnc1SCc1nc2ccccc2s1	-0.5	-12	0	-5	-0.4	-6	5	-40	-1
CSc1nc2ccc(S(=O)(=O)N3CCCC3)cc2s1	-0.5	12	-2	-2	-0.9	2	-6	5	3
O=C(CSc1nnc(Cc2cccs2)n1C1CCCCC1)N1CCCc2ccccc21	-0.3	13	-1	8	-0.6	6	0	7	-5
Cc1cc(C(=O)COC(=O)c2ccc(O)cc2)c(C)n1CC1CCCO1 (centres undefined)	-0.5	-7	-5	11	2.1	-4	-2	1	0
COC(=O)c1ccc(-n2ccnc2)cc1	-0.4	4	-4	1	-0.6	-5	-8	5	1
O=C(NCc1cccs1)C(Cc1ccccc1)n1cccc1 (centres undefined)	-1.6	4	-6	-11	-0.3	2	-10	23	0
CC1C(=O)N2CCCc3cc(S(=O)(=O)N4CCCCC4)cc1c32 (centres undefined)	-0.3	-9	0	1	0.2	-11	0	2	10
CCn1c(SCC(=O)OCC(=O)N2c3ccccc3NC(=O)C2(C)C)nnc1-c1ccco1	-0.2	10	1	-3	-0.3	-4	3	-19	-2
Cc1ccc(NC(=S)NCC2CCCO2)cc1 (centres undefined)	-2.2	-10	-14	12	1.8	-11	-9	-14	5
COc1cc(C(=O)N2CCC(NC(=O)C(Cc3ccc(C(C)C)cc3)NC(C)=O)CC2)cc(OC)c1OC (centres undefined)	-0.3	8	0	15	0.5	-5	1	8	3
N#Cc1cc2c(=O)n3ccccc3nc2n(-c2ccc(Cl)cc2)c1=O	-0.1	17	-3	-103	0.6	35	-1	-4	-3
COC(=O)CSc1nnc(CNC(=O)Cc2ccccc2)n1C	-0.6	2	-2	11	0.5	-4	1	0	4
Nc1nnc(C(=O)c2ccccc2N)s1	0.1	1	-1	-12	.	-8	-7	5	3
Cc1cccc(N2CCN(C(=O)CCCn3c(=O)c4cccn4c4cccnc43)CC2)c1C	0.1	4	-3	5	0.0	32	15	17	-3
S=C(NNc1ccc2ccccc2c1)NC1CCCCC1	-1.3	11	-5	3	-0.2	-35	10	-18	3
CCOC(=O)c1ccc(NC(=O)c2ncn3c2C(=O)NC[C@H]3C)cc1	-0.8	12	-3	0	1.9	-6	-5	6	3
C/C(=N\NC(=O)Cc1csc(N2CCOCC2)n1)c1ccc(Cl)c(Cl)c1	-0.4	-7	-3	-3	-0.1	12	-3	-4	-2
CCOC(=O)N1CCN(c2nc(-c3ccc(F)cc3)cs2)CC1	-2.0	8	4	-3	-1.6	40	4	-25	-4
CC1(C)Oc2ccc3ccc(=O)oc3c2/C(=C/Nc2cccc(O)c2)C1=O	-1.1	-5	-9	1	1.5	11	3	-103	-6

Sorted by the number under NRP1-CendR mod (highest first): some entries from above
SMILES | NRP1-CendR mod
COc1cc(C(=O)N2CCC(NC(=O)C(Cc3ccc(C(C)C)cc3)NC(C)=O)CC2)cc(OC)c1OC (centres undefined) | 15
Cc1cccc(N2CCN(C(=O)CCCn3c(=O)c4cccn4c4cccnc43)CC2)c1C | 5
Nc1nnc(C(=O)c2ccccc2N)s1 | -12

The listing continues:
SMILES	Tb MetRS inh	SKN-1 inh	bovine MsrA act	NRP1-CendR mod	MsrA inhibitor	FAS-TE inh	E coli Lon inh	MLLE-PAM2 inh	MT1-MMP act inh
CCOC(=O)c1cc(-c2ccc(C)cc2)n(CCC(=O)NCCN(C)C)c1C	-0.9	16	-1	10	-1.7	-4	-3	6	1
Cc1ccc(NC(=O)N(CCCN2CCOCC2)Cc2cccnc2)cc1C	-0.1	-1	-3	5	-1.1	-7	-7	-1	0
CC1(C)CC(NC(=O)Nc2ccc([N+](=O)[O-])cc2)CC(C)(C)N1	-0.7	-1	-6	1	3.3	2	-15	-6	-4
O=C(CCNC(=O)c1ccccc1Cl)NCC1COc2ccccc2O1 (centres undefined)	-0.4	10	-3	-2	2.2	-9	-5	-1	1
CCCCN(CCCC)C(=O)CSc1nnc(-c2cc(OC)c(OC)c(OC)c2)o1	0.3	3	-3	-10	0.2	19	-2	2	2
CCc1noc(C)c1C(=O)N1CCCSC1=Nc1ccccc1Cl	-0.7	15	-8	-3	0.0	7	-10	-6	6
CCCc1nc2ccccc2c(=O)n1CC(=O)c1ccc(OC)cc1	-1.2	12	-1	17	1.0	0	2	8	0
CCOC(=O)c1c(/N=C/C2=C(O)CC(C)(C)CC2=O)sc(C(C)=O)c1C	-0.4	7	-4	-14	3.0	-3	0	14	2
COc1ccc(C(=O)Nc2cc(C)c(NC(=O)c3ccccc3OC)cn2)cc1	0.2	11	-3	-9	-0.3	7	-7	0	-1
O=c1[nH]c(=S)[nH]c2c1CN(Cc1ccc(F)cc1)CC2	-0.8	8	-5	-2	0.4	-4	3	39*	1
COc1cnc(-c2ccccc2)nc1Sc1ccccc1	-0.7	12	-4	4	0.6	29	0	6	5
Oc1oc(-c2ccccc2Br)nc1C=Nc1ccc(Br)cn1	-0.1	-7	0	-1	-0.9	6	-14	-7	2
CC[C@@H]1C(c2ccccc2)=NN(c2ccc(Br)cc2)[C@H]1C(=O)N1CCOC1=O	-1.7	10	-3	-9	1.4	29	2	9	0
CC(CC(=O)NCc1ccco1)S(=O)(=O)c1ccc2c(c1)CCN2C(=O)C1CC1 (centres undefined)	-1.3	27	-8	0	0.6	-4	0	-5	-4
CCCCN1CC(=O)N2[C@H]3c4ccc(OC)cc4OC[C@@H]3[C@H](c3ccccc3)[C@]2(C)C1=O	-0.3	3	-1	20	0.2	12	10	26	-12
Cc1cc(NC(=O)CCC(=O)N(c2ccc(F)cc2)C(C(=O)NC2CCCC2)c2ccncc2)no1 (centres undefined)	0.2	3	-1	-14	-0.6	-5	-4	-5	2
Cn1c(Cl)c(C(=O)Nc2ccccc2)c2ccccc21	-1.1	5	-6	-2	-0.4	5	1	2	1
C=C1N(CCCCCC(=O)O)C(=O)OC12CCCCC2	-0.1	3	-4	-1	1.8	-12	-1	0	-4
COC(=O)C1CCN(C(=O)COC(=O)CNS(=O)(=O)c2ccc(SC)c([N+](=O)[O-])c2)CC1	-0.3	11	-2	7	1.0	-2	3	6	-2
Cc1n[nH]c(C)c1CNCc1c(C(=O)N2CCCCCCC2)nc2ccc(Cl)cn12	2.1	-7	-1	8	-0.8	-2	-4	12	1
CCn1nc(NS(=O)(=O)c2ccccc2)c2cc3ccc(C)cc3nc21	-0.2	5	-1	2	2.9	-4	2	-20	0
C=CCN(c1ccc(C(=O)NCCN2CCOCC2)cc1)S(C)(=O)=O	0.4	-1	-1	2	-0.8	-6	-7	13	0
C#CC(C)(C)NC(=O)c1cnc(-c2ccccc2)nc1-c1ccccc1	0.0	-9	-3	-1	-1.0	4	-4	9	7
COc1ccccc1-c1nc2cc(Cl)ccc2c(=O)n1O	-0.7	1	-1	5	0.4	0	-1	-5	2
O=C(CCCN1C(=O)c2ccccc2C1=O)N1CCc2ccccc2C1	-0.5	-6	-4	-7	0.1	0	-7	3	4
Oc1cccc2oc(=S)[nH]c12	-0.1	0	12*	16	1.0	-7	-3	-45	4
CCC(C)(C)NC(=O)Cc1ccc(F)cc1	-1.2	11	-11	-8	1.5	-4	13	6	2
COc1ccc(-c2nn(-c3ccccc3)cc2CNC[C@H]2O[C@@H](n3cnc4c(=O)[nH]c(N)nc43)[C@H](O)[C@@H]2O)cc1	0.1	4	-2	-2	1.2	-2	-3	-12	0
COc1cccc(C(=O)C(=O)c2cccc(OC)c2OC)c1OC	-0.3	-13	-4	9	-0.3	17	-9	1	4
Cc1ccc(SCC2(O)CCN(C(=O)c3ccc(Cl)cc3)CC2)cc1	-1.5	10	-3	14	-0.2	12	-10	12	0

Next section, starting with the last 3 of the part before.
SMILES	Tb MetRS inh	SKN-1 inh	bovine MsrA act	NRP1-CendR mod	MsrA inhibitor	FAS-TE inh	E coli Lon inh	MLLE-PAM2 inh	MT1-MMP act inh
COc1ccc(-c2nn(-c3ccccc3)cc2CNC[C@H]2O[C@@H](n3cnc4c(=O)[nH]c(N)nc43)[C@H](O)[C@@H]2O)cc1	0.1	4	-2	-2	1.2	-2	-3	-12	0
COc1cccc(C(=O)C(=O)c2cccc(OC)c2OC)c1OC	-0.3	-13	-4	9	-0.3	17	-9	1	4
Cc1ccc(SCC2(O)CCN(C(=O)c3ccc(Cl)cc3)CC2)cc1	-1.5	10	-3	14	-0.2	12	-10	12	0
COC(=O)c1ccc(-n2nnnc2SCC(=O)NCc2cccc(C(=O)O)c2)cc1	-0.5	9	0	-8	-0.1	-7	3	-88	3
c1coc(-c2nc3nc4ccccc4nc3n2CC2CCCO2)c1 (centres undefined)	0.5	17	2	-36	1.7	-5	-37	-18	-40
CC1(C)COC(=S)N1CCC#N	-0.5	9	-1	-8	-0.4	-3	12	-10	-4
Cc1ccc(C(=O)CSc2ccccc2C(=O)O)cc1	0.1	3	-2	5	0.1	-8	-6	12	-1
Cn1c(=O)cc(N2CCc3ccccc32)[nH]c1=O	2.2	-4	0	-4	0.8	-4	-7	4	8
CC1(C)Cc2ccccc2-c2nnc(-c3cccc(O)c3)n21	0.1	28	1	7	-0.4	-1	1	1	3
